Bcl-B displacement: displacers of TR3 peptide from Bcl-B, primary screen, selectivity assay for Bfl-1 inhibitor project, biochemical, fluorescence polarization; Bcl-2-like protein 10 (Homo sapiens); FP displacement of FITC-TR3 peptide from Bcl-B; higher % means a stronger effect; displacement, % at 20 µM, or IC50 in µM where a hit was titrated; 96,000 tested, 0.11% active; AID 748, 2007;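 active means displacement above 50% at 20 µM plus a fluorescence interference ratio under 1.5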;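 further: plate controls were wells without compound for no effect and wells lacking Bcl-B protein for full effect; a part of the inactive calls stands beside numbers as strong as those of hits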
NFkB transloc inh: inhibitors of IL-1B driven NFkB p65 nuclear import, primary screen, imaging, HUVEC, IL-1B stimulus, high-content imaging. HUVEC IL-1B NFkB p65 nuclear translocation imaging. inhibition, % at 2 µM. 94,000 tested, 0.43% active;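 active means inhibition above about 30% together with a positive call from visual inspection of the well image, limit read from the data; inconclusive means inhibition above a set limit but visual check negative; inactive means inhibition not above a set limit, visual check negative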;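 further: nuclear over cytoplasmic p65 intensity ratio measured by imaging; 0% = IL-1B stimulated DMSO wells and 100% = unstimulated DMSO wells; values of inactives mirror those of a sister screen read the other way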
MRP resist rev: reversal of MRP1-mediated doxorubicin resistance, primary screen, H69AR cells, doxorubicin co-treatment | H69AR cells + 2 uM doxorubicin, CellTiter-Glo, 72 h | differential viability (reversal), % at 10 µM | 85,000 tested, 0.04% active;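 active means viability drop by adding the cancer drug above about 55%, with treated viability meeting a 40% cutoff, limit read from the data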;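 further: viability without doxorubicin minus viability with 2 µM doxorubicin for each compound; larger differential means the compound sensitizes cells more to doxorubicin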
IL1B NFkB pot: enhancers of NFkB p65 translocation in HUVEC – imaging, IL-1B stimulus, high-content imaging, primary screen; HUVEC IL-1B NFkB p65 nuclear translocation imaging; activation, % at 2 µM; 94,000 tested, 0.3% active; AID 819, 2007;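 active means activation above 40%, about the mean plus 3 SD, also judged a hit on visual image review; inconclusive means activation above 40% but not a hit on visual review; inactive means activation not above 40% and no visual hit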;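 further: percent activation is computed from the nuclear over cytoplasmic p65 intensity ratio; values of inactives mirror those of a sister screen read the other way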
PLAP inhibitors HTS: PLAP enzyme inhibitors, biochemical, luminescence, HTS (AID 690); Alkaline phosphatase, placental type (Homo sapiens); 96,000 tested, 0.08% active; one-dose inhibition, % at 20 µM; IC50 in µM for titrated hits; purified PLAP, luminescent substrate; higher % means a stronger effect; in the data active means a potency from the dose series; inactive means the rest, 99 in 100 with inhibition below about 30%; further: strong numbers were not always called active
MRP resist rev cytotoxicity: further read-out of MRP resist rev, marked with its call; viability, %; H69AR cells, CellTiter-Glo, 72 h; measured here: cytotoxicity without doxorubicin
MRP resist rev with doxorubicin: recorded beside MRP resist rev, whose call it bears; viability, %; measured here: viability with 2 uM doxorubicin; hits give low values
NFkB transloc inh cell count 2 µM: further read-out of NFkB transloc inh, marked with its call; cell count; measured here: cells passing quality filter;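 raw number of nuclei counted in each imaged well without normalization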
IL1B NFkB pot cell count 2 µM: recorded beside IL1B NFkB pot, whose call it bears; cell count; measured here: cells passing quality filter
An asterisk follows results filed as active; ? = inconclusive; nt = not tested or not shown. This is a subset, so the mix of outcomes need not match the whole.

SMILES	Bcl-B displacement	NFkB transloc inh	NFkB transloc inh cell count 2 µM	MRP resist rev	MRP resist rev cytotoxicity	MRP resist rev with doxorubicin	IL1B NFkB pot	IL1B NFkB pot cell count 2 µM	PLAP inhibitors HTS
CCOC(=O)NC1(C(F)(F)F)C(=O)N(Cc2ccccc2)C2=C1C(=O)CC(C)(C)C2 (stereo not drawn)	-9.1%	-17.9	174	-5.1	103.6	108.7	17.9	174	-24.3%
Cc1nc2ccc(N)cc2c(=O)n1Cc1ccc(Cl)cc1	6.0%	3.9	79	26.6	109.6	83.0	-3.9	79	-7.6%
O=C(N/N=C\c1ccc(-c2ccccc2[N+](=O)[O-])o1)C1COc2cc3ccccc3cc2O1 (stereo not drawn)	-39.6%	3.3	149	nt	nt	nt	-3.3	149	-24.6%
CCOC(=O)Nc1ccccc1N1C(=O)c2ccccc2C1=O	-9.7%	nt	nt	1.9	100.9	99.0	nt	nt	6.7%
CCOC(=O)c1sc(N)nc1C(C)C	-7.9%	11.4	143	nt	nt	nt	-11.4	143	-4.5%
CCc1ccc(C(=O)NCC2COc3ccccc3O2)o1 (stereo not drawn)	9.5%	nt	nt	-0.9	95.4	96.3	nt	nt	-45.0%
CCOc1c2ccc(C(=O)NCc3ccc4c(c3)OCO4)cc2nn1CC	2.4%	-2.8	143	nt	nt	nt	2.8	143	0.2%
CC(O)(C#CCN1CCCCC1)c1ccccc1 (stereo not drawn)	nt	-8.6	71	-4.9	85.9	90.8	8.6	71	nt
CCOc1cc(-c2ccccc2)nc(N)n1	3.1%	3.0	120	3.5	108.5	105.0	-3.0	120	-15.1%
Cc1cc(=O)n2nc(N3CCC(C(=O)N4CCN(Cc5ccccc5)CC4)CC3)sc2n1	-4.9%	-37.0	146	5.5	86.1	80.6	37.0	146	-29.0%

Some of the entries so far, with two lines to a compound:
Second line of a record: Bcl-B displacement	NFkB transloc inh	NFkB transloc inh cell count 2 µM	MRP resist rev	MRP resist rev cytotoxicity	MRP resist rev with doxorubicin	IL1B NFkB pot	IL1B NFkB pot cell count 2 µM	PLAP inhibitors HTS
O=C(N/N=C\c1ccc(-c2ccccc2[N+](=O)[O-])o1)C1COc2cc3ccccc3cc2O1 (stereo not drawn)
  -39.6%	3.3	149	nt	nt	nt	-3.3	149	-24.6%
CCOC(=O)Nc1ccccc1N1C(=O)c2ccccc2C1=O
  -9.7%	nt	nt	1.9	100.9	99.0	nt	nt	6.7%
CCOC(=O)c1sc(N)nc1C(C)C
  -7.9%	11.4	143	nt	nt	nt	-11.4	143	-4.5%
CCc1ccc(C(=O)NCC2COc3ccccc3O2)o1 (stereo not drawn)
  9.5%	nt	nt	-0.9	95.4	96.3	nt	nt	-45.0%
CCOc1c2ccc(C(=O)NCc3ccc4c(c3)OCO4)cc2nn1CC
  2.4%	-2.8	143	nt	nt	nt	2.8	143	0.2%
CC(O)(C#CCN1CCCCC1)c1ccccc1 (stereo not drawn)
  nt	-8.6	71	-4.9	85.9	90.8	8.6	71	nt

Other records follow:
SMILES	Bcl-B displacement	NFkB transloc inh	NFkB transloc inh cell count 2 µM	MRP resist rev	MRP resist rev cytotoxicity	MRP resist rev with doxorubicin	IL1B NFkB pot	IL1B NFkB pot cell count 2 µM	PLAP inhibitors HTS
CCOC(=O)c1c(NC(=O)C2c3ccccc3Oc3ccccc32)sc(C(N)=O)c1C	-4.1%	4.7	141	nt	nt	nt	-4.7	141	16.8%
COc1ccc(C=C(C(C)=O)C(C)=O)cc1OC	nt	-2.4	159	-34.7	22.3	57.0	2.4	159	nt
Cn1c(SCC(=O)N2CCOCC2)nnc1-c1ccc(NC(=O)c2ccccc2F)cc1	4.6%	-13.6	208	nt	nt	nt	13.6	208	-6.6%
Cc1cc(S(=O)(=O)N(C)CCc2ccccc2)ccc1-n1cnnn1	-11.5%	8.2	163	10.5	94.6	84.1	-8.2	163	16.7%
O=C(O)CCSCc1ccccc1F	-6.9%	nt	nt	-6.6	103.3	109.9	nt	nt	-10.9%
CCCOc1ccc(C(=O)N2CCN(c3ccc(NC(=O)CC)cc3Cl)CC2)cc1	-9.8%	6.9	166	17.4	79.0	61.6	-6.9	166	-28.1%
COc1ccc(NC(=S)NCc2ccco2)cc1	-11.1%	-5.8	172	nt	nt	nt	5.8	172	15.9%
CC(=O)N1CCC(=O)N(C(C)C)c2ccccc21	-0.7%	-30.9	39	-4.5	103.7	108.3	33.6	39	2.8%
CCOC(=O)C(CC)Sc1ncnc2nc[nH]c12 (stereo not drawn)	nt	-8.3	164	-4.2	83.6	87.8	8.3	164	nt
Cc1ccc(S(=O)(=O)Cn2nnnc2C(c2ccccn2)N2CCN(c3ccccc3)CC2)cc1 (stereo not drawn)	1.3%	2.1	93	nt	nt	nt	-2.1	93	-63.7%
Cc1ccccc1-c1nc(CS(=O)(=O)CC(=O)N(C)C2CCCCC2)c(C)o1	0.7%	-14.8	65	12.7	85.9	73.2	14.8	65	-30.3%
O=C(Nc1cnc2ccccn2c1=O)c1ccc(F)cc1	-0.1%	-0.3	156	-4.2	85.8	90.0	0.3	156	13.0%
CC(C)c1cc(C(=O)NCc2ccco2)no1	11.6%	-13.3	55	-8.3	81.5	89.7	13.3	55	-2.0%
COc1ccc(C2NC(=O)NC(C)=C2C(C)=O)cc1 (stereo not drawn)	nt	8.2	93	17.6	97.3	79.7	-8.2	93	nt
O=C(c1ccco1)N1CCN(CC2CC3C=CC2C3)CC1 (stereo not drawn)	1.3%	-20.4	167	6.7	92.7	86.0	20.4	167	10.8%
Oc1ccccc1Oc1ncc(Br)c(N2CCOCC2)n1	-14.7%	1.9	97	2.2	98.9	96.7	-1.9	97	-2.2%
CNC(=S)N(Cc1ccc(OC)cc1)C1CC(=O)N(c2ccc(Cl)cc2)C1=O (stereo not drawn)	-13.5%	-2.2	152	nt	nt	nt	2.2	152	3.3%
O=C(O)COc1ccccc1C1C2C(=O)N(c3ccc(F)cc3)C(=O)C2ON1c1ccccc1 (stereo not drawn)	14.0%	nt	nt	1.0	99.6	98.5	nt	nt	-44.9%
CCc1nnc(NC(=O)CSc2nnc(-c3ccccc3OC)n2-c2ccccc2)s1	nt	-1.5	151	4.5	80.3	75.8	1.5	151	nt
CC(C)OC(=O)CC(=O)CSc1nc2c(cc1C#N)CCCC2	-1.4%	nt	nt	11.1	68.4	57.3	nt	nt	7.6%
CC(=O)Nc1cc(C(=O)N2CCOCC2)ccc1S(=O)(=O)c1ccc(C)cc1	-2.2%	-13.7	128	-5.6	83.3	89.0	13.7	128	6.9%
COC(=O)C1=C(C)N(C)C(C)=C(C(=O)OC)C1c1ccc(F)c(Br)c1	0.0%	-11.3	201	14.3	89.1	74.8	11.3	201	8.3%
CCOC(=O)N1CCN(C(=O)CN(c2cccc(OC)c2)S(C)(=O)=O)CC1	0.2%	4.3	172	-2.7	91.3	94.0	-4.3	172	2.5%
CCCN(CCC)C(=O)c1ccccc1C(=O)N(CCC)CCC	nt	-1.8	186	-3.6	92.9	96.6	1.8	186	nt
O=C(NNC(=O)c1ccccc1-n1cccc1)c1ccccc1	-8.4%	-10.2	162	nt	nt	nt	10.2	162	-43.9%
O=C(Nc1ccc(F)cc1)c1oc2ccccc2c1NC(=O)C1CCCC1	-3.6%	6.0	116	0.7	86.0	85.3	-6.0	116	-4.4%
CCCC(=O)Nc1ccc2oc(-c3ccc(OC)c(Br)c3)nc2c1	-48.6%	nt	nt	12.5	64.4	51.8	nt	nt	-32.0%
CN(C)S(=O)(=O)c1cccc(C(=O)OCC(=O)N2c3ccccc3NC(=O)C2(C)C)c1	-3.0%	4.0	196	7.6	84.3	76.7	-4.0	196	14.6%
CCSc1ncc(/C=N/Nc2ccc(F)cc2)n1C	-3.6%	-31.5	132	nt	nt	nt	31.5	132	-12.6%
Clc1ccc(NNc2ccnc3cc(Cl)ccc23)cc1	-334.8%	5.7	122	nt	nt	nt	-5.7	122	42.2%
COCC(=O)NC1CCN(CC(=O)Nc2ccc(OC)cc2[N+](=O)[O-])CC1	-0.4%	5.9	156	nt	nt	nt	-5.9	156	5.3%
COc1ccc(C2CC(O)(C(C)(C)O)NO2)cc1 (stereo not drawn)	-4.9%	-41.7	51	5.2	99.7	94.5	?	nt	9.0%
COC(=O)c1ccccc1NC(=O)N1CCN(C/C=C/c2ccccc2)CC1	-0.3%	-17.6	126	-7.0	85.9	92.9	17.6	126	-29.2%
OCCN1CCN(c2ncnc3ccc(Br)cc23)CC1	14.3%	nt	nt	-4.5	78.8	83.3	nt	nt	-28.9%
O=C(Cc1cccs1)NCc1cccs1	2.7%	-21.3	121	34.2	107.5	73.3	21.3	121	20.0%
Cc1ccc(CNC(=O)/C=C/c2ccccc2Cl)cc1	5.6%	-11.2	106	nt	nt	nt	0.1	132	25.1%
O=C(COC(=O)CC1CCCC1)Nc1cc2c(cc1Cl)C(=O)c1ccccc1C2=O	48.3%	-29.3	56	-22.6	19.4	41.9	29.3	56	32.7%
CC1=NN(c2nc(-c3ccccc3)cs2)C(=O)C1	-2.0%	-0.9	178	nt	nt	nt	0.9	178	-23.7%
CCOc1ccc(C2CC(c3ccc(Br)cc3)Nc3nc(N)nn32)cc1 (stereo not drawn)	nt	-4.0	153	14.0	98.1	84.2	4.0	153	nt
O=C(NNc1ccccn1)C(=O)NNS(=O)(=O)c1ccc(Cl)cc1	-17.3%	-6.1	175	nt	nt	nt	6.1	175	-137.2%
Cc1cc(NC(=O)CSc2ccc3c(c2)OCCO3)no1	3.0%	-6.0	136	6.9	90.8	83.9	6.0	136	-0.8%
Cc1cc(C)n(Cc2ccccc2Cl)n1	6.4%	-9.1	173	-1.8	95.3	97.1	9.1	173	3.3%
CC(C)n1c(SCC(=O)Nc2ccccc2N2CCCCC2)nc2c1c(=O)n(C)c(=O)n2C	-1.4%	8.4	102	5.9	91.2	85.2	-8.4	102	-35.4%
Cc1onc(-c2c(F)cccc2Cl)c1C(=O)Nc1nnc(C2CC2)s1	-2.5%	-8.5	77	-4.0	90.0	94.1	8.5	77	-18.7%
O=C1c2ccccc2C(=O)N1CCc1csc(-c2cccc(Cl)c2)n1	-0.8%	3.4	157	nt	nt	nt	-3.4	157	11.2%
COCCn1c(=O)[nH]c2cc(C(=O)NCC3CCCO3)ccc2c1=O (stereo not drawn)	-5.9%	0.5	98	1.9	95.4	93.5	-0.5	98	4.2%
CCN(CC)S(=O)(=O)c1ccccc1/C=N\O	-2.4%	nt	nt	9.1	94.4	85.3	nt	nt	9.6%
C=CCn1c(N)c(C(=O)NCC2CCCO2)c2nc3ccccc3nc21 (stereo not drawn)	-93.1%	-0.4	164	-8.9	68.3	77.2	0.4	164	-62.8%
CN(C)c1ccc(P(=O)(OCc2ccccc2)C(O)c2cccnc2)cc1 (stereo not drawn)	-1.8%	-2.1	179	-11.0	77.4	88.5	2.1	179	-28.4%
COC(=O)c1sc(NC(=O)c2ccoc2C)nc1C	nt	-7.3	143	-19.9	65.7	85.6	7.3	143	nt
(listing goes on)
SMILES	Bcl-B displacement	NFkB transloc inh	NFkB transloc inh cell count 2 µM	MRP resist rev	MRP resist rev cytotoxicity	MRP resist rev with doxorubicin	IL1B NFkB pot	IL1B NFkB pot cell count 2 µM	PLAP inhibitors HTS
COc1ccc(NC(=O)C2CC(=O)N(c3cccc(C)c3C)C2)cc1 (stereo not drawn)	4.2%	nt	nt	nt	nt	nt	nt	nt	-84.8%
COc1ccc(NC(=O)C(NC(=O)CNC(C)=O)c2ccc(C)cc2)cc1 (stereo not drawn)	-1.0%	-0.6	182	16.5	94.7	78.2	0.6	182	2.3%
CCCCn1c(=O)c(C(=O)OCC)c(O)c2ccccc21	1.8%	-0.5	142	-14.1	87.1	101.1	0.5	142	-27.0%
COc1cc2c(cc1OC)CN(CC(=O)Nc1ccc(C#N)cc1)CC2	-1.4%	-7.5	142	nt	nt	nt	7.5	142	-40.2%

Source: PubChem
